# Screens (PubChem BioAssay)
# FXIa inh 1536 – blocks human coagulation factor XIa protease activity; P03951; purified FXIa, Boc-Glu-Ala-Arg-AMC fluorogenic substrate; inhibition, % at 5 µM; actives 0.14% (n = 220,000); AID 798;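 active means inhibition of at least 40%; inactive means inhibition below 40%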;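 further: fluorescence of freed AMC excited at 355 nm; 0% = enzyme without compound and 100% = no enzyme blank; many of its hits are not listed in these tables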
# Wee1 stabilizer – blocks degradation of human Wee1 kinase; P30291; HeLa Luc-Wee1K328M stability, luciferase luminescence; 100% = proteasome inhibitor MG132 effect; reporter increase, % at 5 µM; actives 1.2% (n = 220,000); AID 1321;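 active means activation above the mean of all tested compounds plus 3 SD, set per screening run, cut at about 8.8% in these data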;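 further: cells exposed to compound for 20 h before luminescence read; 0% = DMSO alone and 100% = MG132 at 30 µM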
# FXIIa inh 1536 – blocks human coagulation factor XIIa protease activity; actives 0.3% (n = 220,000); inhibition, % at 5 µM; purified FXIIa, Boc-QGR-AMC fluorogenic substrate, 2 h; in the data active means inhibition above about 40%;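 further: 0% = enzyme with no compound and 100% = blank without enzyme; many of its hits are not listed in these tables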
# KCC2 mod – modulates chloride dependent transport by human KCC2 | Q9H2X9 | KCC2 cells, thallium flux FluoZin-2 fluorescence | B-score of Tl+ flux slope (higher = more flux/activation; lower = inhibition) at 10 µM | actives 2.2% (n = 190,000);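 active means thallium flux slope and its plate-corrected score both differing from the plate sample mean at a set confidence after two filtering rounds, in either direction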;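 further: slope of fluorescence scaled to starting intensity during 10 to 20 s after thallium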
# hK5 inh – kallikrein 5 (human) inhibition. inhibition, % at 5 µM. actives 0.59% (n = 210,000). Q9Y337. recombinant hK5, fluorogenic AMC substrate cleavage;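 active means inhibition of 40% or more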;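 further: 0% = enzyme controls without compound and 100% = no-enzyme blanks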
# PERK inhibitor – inhibitors of human PERK kinase. Q9NZJ5. CHO PERK-DD fusion, SEAP luminescence translation reporter. inhibition, % at 5.6 µM. actives 0.17% (n = 220,000). AID 1416;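 active means inhibition above the mean inhibition of all tested compounds plus 3 SD, set separately per screening campaign, cut at about 2.9% in these data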;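 further: PERK kinase domain activated by AP20187 dimerizer at 100 nM; 0% = DMSO with dimerizer and 100% = rapamycin at 8.4 µM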
# Target sequence (Q9NZJ5 whole entry, looked up, the tested form may be a part): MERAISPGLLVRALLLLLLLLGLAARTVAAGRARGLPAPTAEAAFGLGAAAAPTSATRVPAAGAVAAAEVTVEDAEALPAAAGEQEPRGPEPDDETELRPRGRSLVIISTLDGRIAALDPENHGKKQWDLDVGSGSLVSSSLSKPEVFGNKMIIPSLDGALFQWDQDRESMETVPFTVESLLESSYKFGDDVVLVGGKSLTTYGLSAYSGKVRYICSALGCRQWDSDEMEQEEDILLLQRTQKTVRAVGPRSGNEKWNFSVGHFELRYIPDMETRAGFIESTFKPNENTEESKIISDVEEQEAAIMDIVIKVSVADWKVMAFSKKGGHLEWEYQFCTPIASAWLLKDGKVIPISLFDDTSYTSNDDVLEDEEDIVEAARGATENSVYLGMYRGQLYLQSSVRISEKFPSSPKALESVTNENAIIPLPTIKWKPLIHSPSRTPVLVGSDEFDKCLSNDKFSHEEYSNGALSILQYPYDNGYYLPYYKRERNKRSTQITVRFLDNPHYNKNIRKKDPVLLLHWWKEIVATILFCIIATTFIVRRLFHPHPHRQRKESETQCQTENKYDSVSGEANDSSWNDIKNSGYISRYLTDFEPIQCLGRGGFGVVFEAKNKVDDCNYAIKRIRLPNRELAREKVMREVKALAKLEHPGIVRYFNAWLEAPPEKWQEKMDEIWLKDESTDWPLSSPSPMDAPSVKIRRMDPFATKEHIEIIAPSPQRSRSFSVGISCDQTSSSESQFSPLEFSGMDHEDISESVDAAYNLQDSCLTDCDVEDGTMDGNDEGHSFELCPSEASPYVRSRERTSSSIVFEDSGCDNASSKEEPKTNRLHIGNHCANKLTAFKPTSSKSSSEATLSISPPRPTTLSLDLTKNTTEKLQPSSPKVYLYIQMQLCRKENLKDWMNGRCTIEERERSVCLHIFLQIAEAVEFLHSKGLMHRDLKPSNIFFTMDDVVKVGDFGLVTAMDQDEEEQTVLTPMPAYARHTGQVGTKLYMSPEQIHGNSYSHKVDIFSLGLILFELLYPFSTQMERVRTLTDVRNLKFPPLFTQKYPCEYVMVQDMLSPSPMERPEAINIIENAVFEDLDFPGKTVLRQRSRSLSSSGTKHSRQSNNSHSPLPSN
# p97 inhibitor – human p97 ATPase inhibition | P55072 | recombinant p97 ATPase, Kinase-Glo ATP luminescence, 3 h | inhibition, % at 8 µM | actives 0.42% (n = 220,000) | AID 1481; in the data active means inhibition above about 15%;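 further: 0% = DMSO vehicle and 100% = wells lacking enzyme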
# Thrombin inh – inhibitors of human thrombin | inhibition, % at 5 µM | alpha-thrombin, Boc-VPR-AMC fluorogenic substrate cleavage | P00734 | actives 0.26% (n = 220,000);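 active means inhibition at or above 40%; inactive means inhibition below 40%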;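 further: 0% = enzyme with no compound and 100% = wells without enzyme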
#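 Assay system: human alpha-thrombin enzyme. Reagent: Boc-VPR-AMC substrate, 15 µM final. Compound dosing: one concentration per compound, 5 µM, with 0.2% DMSO. Incubation: room-temperature reaction. Technique: AMC fluorescence, 355/460 nm. Measure: % inhibition relative to enzyme controls and enzyme-free blanks.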
# Furin inh – blocks human furin protease activity. P09958. actives 0.061% (n = 220,000). purified furin, fluorogenic substrate cleavage. AID 463115. inhibition, % at 30 µM; in the data active means inhibition above about 25%; further: inactives centre near -15
# * marks the source's active call; other numbers are inactive results; nt = not tested or not shown; [ ] = remark or other dose.
SMILES,FXIa inh 1536,Wee1 stabilizer,FXIIa inh 1536,KCC2 mod,hK5 inh,PERK inhibitor,p97 inhibitor,Thrombin inh,Furin inh
COc1cc(S(=O)(=O)Nc2cccc(C(=O)O)c2)c(OC)cc1Cl,11,0,22,-0.19,-1,0.9,-6,6,-11[20 µM]
C[C@@H]1NC(=O)[C@H](CCC(N)=O)NC(=O)c2cc([N+](=O)[O-])cc(I)c2NCCC[C@@H](C(N)=O)NC1=O,-2,-2,7,-0.25,-3,-0.1,-3,-2,-3
O=C(N/N=C/C=C/c1ccccc1)C1CC1(c1ccccc1)c1ccccc1 (stereo unspecified),-3,1,10,0.46,-6,0.8,-1,-1,-4[20 µM]
COCc1cc(N2CCN(c3ccccc3F)CC2)nc(-c2ccccc2)n1,-2,5,8,nt,1,0.9,0,-4,-14
CCn1c2ccccc2c2cc(NC(=O)CNCC3CCCO3)ccc21 (stereo unspecified),-5,-2,6,nt,-2,-1.3,-1,-1,-11
CCN(CC)CCCOc1ccc(Cl)c(Cl)c1,2,-1,2,0.12,-10,0.0,4,-7,-17
CCN1C(=O)/C(=C/C=C2\C=CN(CC)c3ccccc32)SC1=S,6,-1,15,-1.1,-7,1.7,3,0,-15
O=C(Cn1nnc(-c2ccccc2NC(=O)c2ccccc2)n1)Nc1ccc2c(c1)OCCO2,-4,-2,11,nt,-11,0.1,2,-5,-26[20 µM]
O=C1OC(Nc2ccc(F)c([N+](=O)[O-])c2)c2ccccc21 (stereo unspecified),44*,3,26,-0.37,26,0.4,-4,50*,-4
Cc1ccc2[nH]c3c(=O)n(CCc4cnc[nH]4)cnc3c2c1,-6,-1,-1,0.92,-21,0.7,6,-4,-6[20 µM]
COc1ccc(N2CCN(C(=O)CSc3nnc4c(C)cc5c(C)cc(C)cc5n34)CC2)cc1,-6,2,4,nt,-44,-0.4,0,12,-12[20 µM]
O=C(COc1ccc(Cl)cc1Cl)Nc1ccc(Cl)cn1,1,6,8,-0.052,0,-0.9,-10,-2,-11
COc1ccc(-n2nc([N+](=O)[O-])c(=NCCc3ccc(Cl)cc3)n2O)cc1,3,2,4,-1.2,9,-0.1,0,1,-14[20 µM]
Cc1nn(C)c(C)c1NC(=O)CCl,-1,-1,4,0.31,13,0.1,2,0,-13
CCS(=O)(=O)N1Cc2ccccc2CC1C(=O)Nc1nc2ccc(F)cc2s1 (stereo unspecified),13,2,18,0.61,-8,0.3,2,-5,-13
Cc1cc(C)cc(N2C(=O)C3NN=C(C(=O)OCc4ccccc4)C3C2=O)c1 (stereo unspecified),6,-3,8,-0.95,-4,0.1,1,-5,-7
COc1cccc(C(=O)Nc2cc3c(cc2C(C)=O)OCCO3)c1,-9,-4,3,-0.047,0,-0.5,-7,-13,-14
CC(=O)Nc1ccc2c(c1)nc(CCNC(=O)c1ccccc1)n2C,8,-4,17,0.063,-4,0.6,-4,4,-18[20 µM]
O=C(N/N=C/c1ccccc1OCc1ccccc1Cl)c1cccnc1,1,-1,9,nt,9,0.3,4,-3,-8
O=C(OCC(=O)N1CCN(C(=O)c2ccco2)CC1)c1cc(=O)c2ccccc2o1,4,4,14,0.29,-5,1.2,2,3,-15
O=C(Cc1ccccc1)NCCc1cn2ccsc2n1,-6,-1,9,0.095,-8,1.4,4,-6,-7
Cc1nn(Cc2ccccc2)c(C)c1NC(=O)CSc1nnc(-c2cc(Cl)ccc2O)n1C,-6,1,-5,-0.015,7,-0.1,-2,-1,-27[20 µM]
Cc1cccn2c(=O)c3cc(C(=O)O)n(C)c3nc12,6,1,9,0.14,-17,0.7,4,-2,-71
Cc1ccc(S(=O)(=O)CC(C)N2CCOCC2)c(S(=O)(=O)CC(C)N2CCOCC2)c1 (stereo unspecified),-4,0,-2,nt,-2,0.4,2,-5,-21
Cc1ccc(S(=O)(=O)Cn2nnnc2CN2CCOCC2)cc1,0,11*,12,0.69,-8,1.3,-1,-1,-11
NC(N)=NS(=O)(=O)c1ccc(NC(=S)NC(=O)/C=C/c2cccs2)cc1,-2,2,5,1.9,-2,0.8,4,-6,-4
COc1ccc(N2CCN(C(=O)c3cn(C4CCCC4)c(=O)c4c3c3ccccc3n4C)CC2)cc1,3,2,16,nt,6,-2.1,4,2,-16[20 µM]
CC(=O)OCC(=O)c1ccc2ccn(C(C)=O)c2c1,1,14*,-1,-0.22,-21,1.2,6,-1,-5[20 µM]
COC(=O)[C@H](CC(C)C)NC(=O)Nc1cccc(Br)c1,6,-2,4,1.1,2,0.6,5,-2,-15
CCOCc1nc(C)c(Cl)c(NS(=O)(=O)c2ccc(N)cc2)n1,3,0,15,nt,3,0.9,2,-1,-9[20 µM]
CC1(C)CC(=O)/C(=C(\O)c2ccccc2)C(=NCCc2ccccc2)C1,9,1,10,-1.1,-22,-0.4,-5,1,-10
CC1(N(O)/C=C2\C=CC=CC2=O)CCCCC1=O (stereo unspecified),-6,-4,-3,0.32,-3,1.4,2,-8,-17
CCC[n+]1cn(/C(C(=S)Nc2cccc(Cl)c2C)=C(/[O-])c2ccc(OC)c(OC)c2)c2ccccc21,1,0,7,-0.56,2,1.6,6,0,-15
Cc1[nH]c2ccccc2c1C(=O)C(=O)NCCC1=CCCCC1,-4,0,-5,-0.17,-10,0.0,-5,-5,-11
CC1(N(O)C=C2C=CC(=O)C=C2)CCCCC1=O (stereo unspecified),-4,3,0,0.017,0,1.5,10,-5,-23
COc1cccc(C(=O)Nc2cc(C)c3c(=O)oc4ccccc4c3n2)c1,4,nt,14,0.76,6,nt,nt,-1,-18
Cn1c(SCC(=O)c2ccccc2)nnc1C1CC1,-8,0,3,nt,-13,0.5,-3,8,-16
CC1CC(C)CN(C(=O)CSc2nnc(-c3ccc(Cl)cc3)o2)C1 (stereo unspecified),6,-2,11,nt,5,0.9,1,5,-27
COc1cc(/C=C/C(=O)N2CCCc3ccccc32)cc(OC)c1OC,8,2,15,-0.91,-16,-0.5,1,2,1
COCCNCC(=O)Nc1ccccc1Sc1ccccc1,-2,-3,-1,1.3,-3,0.1,2,-8,-17

# Record cards (already shown). Values in the order: FXIa inh 1536, Wee1 stabilizer, FXIIa inh 1536, KCC2 mod, hK5 inh, PERK inhibitor, p97 inhibitor, Thrombin inh, Furin inh
# CCC[n+]1cn(/C(C(=S)Nc2cccc(Cl)c2C)=C(/[O-])c2ccc(OC)c(OC)c2)c2ccccc21 is listed as 1, 0, 7, -0.56, 2, 1.6, 6, 0, -15
# CC1(C)CC(=O)/C(=C(\O)c2ccccc2)C(=NCCc2ccccc2)C1 is listed as 9, 1, 10, -1.1, -22, -0.4, -5, 1, -10
# CC1CC(C)CN(C(=O)CSc2nnc(-c3ccc(Cl)cc3)o2)C1 (stereo unspecified) is listed as 6, -2, 11, nt, 5, 0.9, 1, 5, -27
# COc1cc(/C=C/C(=O)N2CCCc3ccccc32)cc(OC)c1OC is listed as 8, 2, 15, -0.91, -16, -0.5, 1, 2, 1

# The results go on.
SMILES,FXIa inh 1536,Wee1 stabilizer,FXIIa inh 1536,KCC2 mod,hK5 inh,PERK inhibitor,p97 inhibitor,Thrombin inh,Furin inh
O=C(O)c1ccc(CSc2ncn[nH]2)cc1,-13,-1,-4,-0.16,-16,1.4,7,16,-1[20 µM]
Cc1csc2c(N3CCN(C(=O)NC(C)(C)C)CC3)ncnc12,-3,-1,5,0.34,-2,0.4,0,-6,-24
COc1ccc(OC)c(CC(NC(C)=O)C(=O)NC2CCN(c3cc(C)nc4ncnn34)CC2)c1 (stereo unspecified),-6,-1,0,0.63,-9,0.5,7,-4,-26
CCOn1c(=O)c(-c2ccc(OC)c(OC)c2)[n+]([O-])c2ccccc21,1,-1,9,nt,0,-0.9,-1,4,-13[20 µM]
CS(=O)(=O)N(CC(=O)N1CCc2ccccc2C1)Cc1ccc(Cl)cc1,-18,0,13,nt,9,-1.8,-6,2,-15[20 µM]
C/[N+]([O-])=C/c1c(OCc2ccc(Cl)cc2Cl)ccc2ccccc12,-9,-1,-2,0.018,-14,0.9,2,-3,-8
O=C(Nc1cccnc1)/C(N=Nc1ccc(Cl)c(C(F)(F)F)c1)=C(\O)c1ccccc1,11,-4,16,0.47,-5,1.0,3,0,-13
O=C(COC(=O)c1cc(S(=O)(=O)N2CCOCC2)ccc1O)NCCc1ccccc1,-2,-1,2,nt,-9,1.8,-5,-6,-7[20 µM]
CCOC(=O)CSC1=C(C#N)C(=O)NC(c2ccc(OC)c(OC)c2)S1 (stereo unspecified),3,-1,9,-0.67,6,-0.4,5,0,-7[20 µM]
COCCNC(=O)CN(CCc1ccccc1)S(=O)(=O)c1ccc(OC)cc1,8,6,15,-0.21,-4,-0.3,-1,3,-15[20 µM]
CCOc1ccc(N2C(=O)CC(N3CCN(C(=O)CN4CCCC4)CC3)C2=O)cc1 (stereo unspecified),-4,-3,3,-0.2,-8,-1.0,-3,-2,-15
Cc1cc(C(=O)NCc2cc(F)cc3c2OCOC3)nn1C,-3,-2,2,0.64,-6,0.2,2,-3,-17
CCc1ccc(-c2nnn(CCC#N)n2)cc1,-1,-3,6,-1.3,-13,0.2,4,-4,-9
Cn1cccc1CC(=O)NNC(=S)Nc1ccccc1Cl,2,0,8,1.4,-64,1.0,5,-4,-18
CN(C)c1ccc(C(=O)N2CCN(c3cc(C(F)(F)F)nc4ccccc34)CC2)cc1,7,-1,15,-0.84,4,0.0,4,2,-10
Cc1nc(C)c(C(=O)O)s1,0,-2,8,-1.7,0,0.9,4,0,-16
Cc1ccc(S(=O)(=O)N2CCCC2C(=O)Nc2nccs2)cc1 (stereo unspecified),8,-2,17,0.028,8,-0.2,4,2,-23
CCOC(=O)C1CCCN(Cc2c(C(=O)N3CCOCC3)nc3ccccn23)C1 (stereo unspecified),0,-2,6,-0.22,nt,0.7,-1,4,-32
CNc1ncc(C(=O)c2ccc(Cl)cc2)s1,6,9.6*,11,-0.96,9,-0.8,-3,2,-7[20 µM]
O=C(Nc1cc(Cl)ccc1Oc1ccccc1)c1ccccc1F,6,5,9,0.68,-6,0.8,1,-13,-9
CCc1cc2c(=O)c(-c3cnn(-c4ccccc4)c3)c(C)oc2c(CN2CCCCC2)c1O,2,5,2,nt,-30,-1.0,-4,0,-14[20 µM]
COc1cccc(-c2cc(C(=O)NCc3ccc(Cl)cc3)no2)c1,3,0,6,0.31,3,0.9,9,-1,18[20 µM]
CCNc1nc(NCC)nc(N/N=C/c2ccc(O)c(O)c2)n1,-3,5,7,1.2,-13,0.3,3,-3,-10
CC1CCN(c2c(NCc3ccc(C(=O)N4CCc5ccccc54)cc3)c(=O)c2=O)CC1,4,2,10,-0.75,-23,0.1,2,-8,-26
CN(C)c1nc(N)nc(Cn2nnc(-c3ccc(C(F)(F)F)cc3)n2)n1,-4,2,-6,-0.34,-18,1.3,-1,1,-20
CCCc1ccccc1OCCNC(C)=O,6,1,6,1.4,-14,0.2,0,-4,-20[20 µM]
Nc1nc(=S)n(-c2ccccc2)[nH]1,8,3,11,0.49,-1,1.3,7,0,-31
O=c1c2ccccc2nnn1COc1cccc(Cl)c1,2,-1,11,0.015,5,1.5,5,2,-28
Cc1ccc(NC(=O)N2CCCC2c2cccs2)cc1 (stereo unspecified),-5,-2,1,-0.75,-5,1.0,7,-18,-12
O=C(CN(C1CCCCC1)S(=O)(=O)c1ccc(Br)cc1)NCc1cccnc1,-1,1,3,nt,nt,-0.3,-3,-3,-15
CC(=O)Nc1cccc2c1C(=O)N(c1ccccc1C)C2=O,-2,5,4,0.73,-4,2.0,4,-11,-11
CC1CCc2sc(C(=O)NN)cc2C1 (stereo unspecified),-1,-3,7,0.11,7,0.0,4,-9,-31
CCOC(=O)C(C)Sc1nc(C2CC2)cc(C(F)(F)F)c1C#N (stereo unspecified),6,1,13,-1.4,0,0.2,-5,-1,-11[20 µM]
